# FUS yeast rescue: qHTS for Suppressors of FUS Proteinopathy: Primary screen using FUS-linked yeast assay. S. cerevisiae FUS-expressing, growth rescue, OD600, 24 h. AID 1347120, 2019. 0.24% of 390,000 active. Potency, µM (series often up to 76.6 µM), inactives show at the top dose growth rescue (activation), usual class: activators;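 further: potency means the concentration at half of the fitted maximal effect; plate controls were DMSO vehicle for no effect and reference control for full effect; nearly all actives have a fitted effect of over 55% in size; some results filed as inactive show a strong effect at the top dose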
#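 Quantitative HTS measuring growth restoration of FUS-toxic yeast. Galactose-induced cells (OD 0.005) were exposed 24hr at 30C to compounds at several concentrations, then absorbance at 600 nm was recorded.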
# PI5P4K alpha inh: qHTS for Inhibitors of phosphatidylinositol 5-phosphate 4-kinase (PI5P4K); Phosphatidylinositol 5-phosphate 4-kinase type-2 alpha (Homo sapiens), P48426; PI5P4Kalpha enzyme, ADP-Glo luminescence, 60 min; active compounds read low; max response, %; 1.2% of 330,000 active; active means max response of -50% or lower; inconclusive means between -30% and -50%; inactive means -30% or higher; further: value at the top dose of about 77 µM; on the % scale 0 is the no-effect control and ±100 the full control effect
# Target sequence (P48426 whole entry, looked up): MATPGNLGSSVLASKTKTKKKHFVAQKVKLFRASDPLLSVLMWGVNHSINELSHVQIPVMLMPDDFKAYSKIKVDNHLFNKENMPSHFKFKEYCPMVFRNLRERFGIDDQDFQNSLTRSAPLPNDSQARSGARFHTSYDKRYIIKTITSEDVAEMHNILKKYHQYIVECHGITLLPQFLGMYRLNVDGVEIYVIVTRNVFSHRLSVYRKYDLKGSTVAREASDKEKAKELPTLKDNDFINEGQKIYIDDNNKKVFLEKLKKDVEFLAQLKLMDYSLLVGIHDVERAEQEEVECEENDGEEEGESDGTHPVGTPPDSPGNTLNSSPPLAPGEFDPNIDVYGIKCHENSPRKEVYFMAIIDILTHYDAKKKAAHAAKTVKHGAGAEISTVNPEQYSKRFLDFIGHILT
#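 Enzyme plus substrate dispensed, test compounds pinned in, then ATP (5 microM final) added. After 60 min at RT, ADP-Glo reagent 1 for 45 min and reagent 2 for 30 min preceded luminescence imaging.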
# aSyn yeast inh: qHTS of alpha-syn Inhibitors; Potency, µM (series often up to 46.1 µM), inactives show at the highest dose growth rescue (activation), hits mostly activators; 0.14% of 370,000 active; Yeast expressing alpha-synuclein, growth rescue, BacTiter-Glo, 24 h; further: potency means the concentration at half of the fitted maximal effect; % of control where 0% means no effect; nearly all actives have a fitted effect of over 65% in size
#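 Screening used galactose-induced yeast with toxic alpha-synuclein levels, exposed to compound for 24 hr at 30 deg C. Cell growth, read with BacTiter-Glo luminescence, gave the measured signal.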
# EPAC1 antag: qHTS for Antagonist of cAMP-regulated guanine nucleotide exchange factor 3 (EPAC1): primary screen. 0.14% of 360,000 active. Rap guanine nucleotide exchange factor 3 (Homo sapiens), O95398. Potency, µM (titrated, usually from 115 µM), without a hit: at the top dose activity change, negative = inhibition, actives largely listed as inhibitors. EPAC1 GEF assay, Rap1b-BODIPY-GDP exchange fluorescence;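 further: potency means the concentration at half of the fitted maximal effect; plate controls were vehicle for no effect and positive control for full effect; nearly all actives have a fitted effect of over 50% in size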
# Abeta yeast res: qHTS for compounds that reverse cellular toxicity of Amyloid beta (A-beta) peptide in yeast: Primary Screen | Potency, µM (highest dose often 46.1 µM), for the others: top-dose growth rescue, most hits filed as activators | yeast expressing A-beta42, growth rescue, OD600, 48 h; response scale: 0% DMSO, 100% iron-clioquinol control | AID 1347071, 2019 | 0.063% of 410,000 active; further: potency means the concentration at half of the fitted maximal effect; nearly all actives have a fitted effect of over 55% in size
#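 Growth rescue measured by 600 nm absorbance after 48 h yeast culture at 30 C with compound. Values normalized between DMSO and an equimolar ferric chloride plus clioquinol control.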
# WRN helicase inh: qHTS for Inhibitors of WRN Helicase; Bifunctional 3'-5' exonuclease/ATP-dependent helicase WRN (Homo sapiens), Q14191; WRN helicase unwinding, fluorescent forked duplex, kinetic; Potency, µM (titrated, usually from 114 µM), without a hit: at the highest dose activity change, negative = inhibition, actives largely listed as inhibitors; 0.46% of 360,000 active; further: potency means the concentration at half of the fitted maximal effect; on the % scale 0 is the no-effect control and ±100 the full control effect; nearly all actives have a fitted effect of over 55% in size
#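 WRN at 20 nM final preincubated with compound 15 min at room temperature; reaction started with 100 nM fluorophore/quencher forked duplex oligonucleotide and 2 mM ATP final. Unwinding followed kinetically by red fluorescence (ex 525, em 598 nm).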
# IL-2 act: qHTS of IL-2 Activators | 0.065% of 360,000 active | activation, % (series mostly up to about 46 µM) | IL-2 activation reporter assay, cell-based qHTS; stimulated with anti-CD3/CD4/CD28 beads; in transgenic mouse T cells; in the data active means activation above about 50%; inconclusive means mostly about 30% to 49%; further: 0% is about no effect
#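 First, unstimulated transgenic mouse T cells were exposed to compound for 60 min. Next, anti-CD3/anti-CD4-coated beads with anti-CD28 were added. Finally, after 18 h at 37 degrees C, EGFP and DsRed were imaged.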
# EPAC1 agonist: qHTS for Agonist of cAMP-regulated guanine nucleotide exchange factor 3 (EPAC1): primary screen. AID 720707, 2013. 0.073% of 360,000 active. EPAC1 agonist qHTS, biochemical assay; response scale: 100% = response to 6.5 mM cAMP. Potency, µM (series often up to 154 µM), inactives show top-dose activation, usual class: activators; further: potency means the concentration at half of the fitted maximal effect; nearly all actives have a fitted effect of over 60% in size
#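 Normalized to 6.5 mM cAMP, activity reflects EPAC1-catalysed release of BODIPY-GDP from Rap1B, followed kinetically over 30 min at 480 nm excitation, 540 nm emission. Reaction contained 100 nM EPAC1, 250 nM Rap1B-BODIPY-GDP, 50 uM GDP.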
# PLK1 PBD block: qHTS for Inhibitors of PLK1-PDB (polo-like kinase 1 - polo-box domain): Primary Screen; Plk1 PBD binding of FITC phosphopeptide, fluorescence polarization; Potency, µM, inactives show max response, negative = inhibition, actives largely listed as inhibitors; Serine/threonine-protein kinase PLK1 (Homo sapiens), P53350; 2.8% of 360,000 active; AID 720504, 2013; further: potency means the concentration at half of the fitted maximal effect; series mostly up to about 57 µM; on the % scale 0 is the no-effect control and ±100 the full control effect; nearly all actives have a fitted effect of over 65% in size
# Target sequence (P53350 whole entry, looked up, the tested form may be a part): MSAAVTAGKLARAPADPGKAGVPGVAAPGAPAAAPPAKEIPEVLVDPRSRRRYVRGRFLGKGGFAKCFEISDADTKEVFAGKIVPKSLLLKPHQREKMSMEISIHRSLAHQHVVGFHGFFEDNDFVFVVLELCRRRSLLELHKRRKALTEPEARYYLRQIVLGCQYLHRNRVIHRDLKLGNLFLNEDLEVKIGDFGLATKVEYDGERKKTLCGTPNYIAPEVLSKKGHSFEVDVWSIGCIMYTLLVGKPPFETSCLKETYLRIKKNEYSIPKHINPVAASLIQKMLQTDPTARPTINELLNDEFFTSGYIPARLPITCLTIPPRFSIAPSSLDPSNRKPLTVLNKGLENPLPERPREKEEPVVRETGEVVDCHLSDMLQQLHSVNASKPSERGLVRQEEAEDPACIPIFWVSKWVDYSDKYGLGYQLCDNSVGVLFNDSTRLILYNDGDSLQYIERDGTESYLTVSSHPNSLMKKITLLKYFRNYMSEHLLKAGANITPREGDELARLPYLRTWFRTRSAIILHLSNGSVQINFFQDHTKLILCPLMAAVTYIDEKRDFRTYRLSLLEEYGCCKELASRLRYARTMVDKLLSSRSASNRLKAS
# Numbers without * were called inactive; ? = inconclusive; nt = no result given; [ ] = dose if it differs, or a comment. Unless noted, the call rests on the fitted dose curve; in most records, active means well fitted curve in the direction sought with a large enough effect; inconclusive means small, poorly fitted or top-dose-only effect, or another doubt; inactive means no such curve, though single readings can be large; an effect the other way counts as inactive or inconclusive.
# The line under a structure holds: aSyn yeast inh	WRN helicase inh	FUS yeast rescue	IL-2 act	Abeta yeast res	EPAC1 agonist	PLK1 PBD block	PI5P4K alpha inh	EPAC1 antag
O=C(NCCCc1ccccc1)c1ccc(CS(=O)Cc2ccccc2Cl)o1 (stereo unspecified)
→ 2%	-6%	25%	-1.4	21%	3%	-11%	-1	?
CCOCCCNS(=O)(=O)c1ccc(NC(=O)CN2C(=O)c3ccccc3C2=O)cc1
→ -1%	9%	29%	-1.2	1%	8%	-13%	4	-7%
COc1ccc(OCC(=O)Nc2ccc3c(c2)nc(CCN2CCOCC2)n3C)cc1
→ 2%	3%	5%	-0.5	-7%	11%	-6%	nt	-17%
CCCCCC(=O)Nc1ccc(N2CCOCC2)c(S(=O)(=O)Nc2ccc(OC)cc2)c1
→ -5%	-4%	10%	-1.1	1%	-3%	-4%	5	?
COc1ccc(CCNC(=O)C2CC(c3c(Cl)cccc3Cl)=NO2)cc1 (stereo unspecified)
→ -6%	0%	21%	0.3	-18%	14%	-10%	0	-4%
CCOc1ccc2nc(N(Cc3ccccc3)C(=O)CCNC(C)=O)sc2c1
→ 9%	-13%	?	-0.4	-12%	10%	-1%	5	-20%
CC1(c2nnnn2Cc2ccccc2)CCC(=O)N1CCOc1ccccc1 (stereo unspecified)
→ 0%	-2%	23%	1.9	-7%	2%	-15%	-3	-16%
COCC1CCCN(Cc2nc(C(c3ccccc3)c3ccccc3)no2)C1 (stereo unspecified)
→ 8%	11%	?	-2.4	7%	-6%	-19%	-7	-19%
COc1ccc(CCNc2ncnc3c2oc2ccccc23)cc1OC
→ 3%	-4%	12%	-2.0	-18%	9%	-6%	nt	2%
COc1ccc(-c2c(-c3ccccc3)n(C)c3ccccc23)cc1
→ 0%	-5%	-7%	2.9	-19%	-1%	1%	0	-9%
O=C(CSc1nccn1Cc1ccc(F)cc1)NC1CCCCC1
→ -5%	2%	15%	0.1	0%	-14%	4%	-4	6%
COc1ccc(C(=O)Oc2ccc(/C=N/NC(=O)c3ccccc3OC)cc2[N+](=O)[O-])cc1
→ -9%	7%	nt	0.7	0%	2%	-15%	-1	9%
Cc1c(NC(=O)c2nn(C)c(=O)c3ccccc23)c(=O)n(-c2ccccc2)n1C
→ -2%	-1%	9%	-2.0	-16%	6%	-16%	0	4%
COC(=O)C(C)Oc1ccc(Oc2nc(Cl)ccc2Cl)cc1 (stereo unspecified)
→ -15%	-6%	-1%	0.7	11%	14%	-1%	14	-5%
CC1=CC(C)(C)NC(=S)N1c1ccc(C)c(C)c1
→ -4%	-1%	18%	-5.2	20%	8%	-14%	4	-30%
Cn1cccc1C(=O)NC(=O)COC(=O)CC12CC3CC(CC(Br)(C3)C1)C2
→ 1%	-14%	9%	0.0	8%	27%	-4%	3	0%
Cc1noc(C)c1NC(=O)N(C)C[C@H]1Oc2ccc(NS(=O)(=O)c3cn(C)cn3)cc2C(=O)N([C@H](C)CO)C[C@@H]1C
→ 1%	2%	-1%	0.1	-2%	-11%	-18%	-3	2%
Cc1c(N=C(N)/N=C(\N)Nc2ccccc2)c(=O)n(-c2ccccc2)n1C
→ 3%	2%	nt	-4.6	11%	0%	0%	-4	-5%
C=CCN(C(=O)c1csnn1)C(C(=O)NC1CCCC1)c1cccs1 (stereo unspecified)
→ 6%	-6%	6%	-0.2	-2%	1%	1%	-8	-21%
Cc1ccc(CNC(=O)COc2ccc(S(=O)(=O)N3CCCC3)cc2)cc1
→ -6%	9%	15%	1.4	-4%	-4%	-13%	5	14%
N=c1c2c(-c3ccccc3)c(-c3ccccc3)n(Cc3ccco3)c2ncn1CCN1CCOCC1
→ ?	7%	9%	-1.9	22%	-5%	24%	nt	0%
CCOC(=O)c1nn(-c2cccc(C)c2)c2nc(-c3ccccc3)c(C#N)c(=O)n12
→ 0%	7%	14%	-0.3	5%	3%	-2%	-3	-3%
COc1ccc(C(=O)Nc2cc(C(F)(F)F)ccc2Cl)cc1OC
→ 10%	4%	20%	2.4	-5%	8%	-4%	nt	-1%
Cc1cc2c3c([nH]c2cc1S(=O)(=O)NCc1ccc(CN2CCCCCC2)o1)CCCC3=O
→ -2%	4%[11.6 µM]	39%	-1.6	-9%	6%	-14%	-2	-4%
CSc1ccc(NC(=O)Nc2cccn(Cc3ccccc3F)c2=O)cc1
→ -4%	-3%	-20%	-1.5	5%	0%	4%	2	-5%
COCCN(C(=O)Cc1cccs1)C(C(=O)NC1CCCC1)c1ccc(OC)c(OC)c1 (stereo unspecified)
→ -1%	-2%	2%	1.3	-9%	-1%	-4%	4	6%
O=C(NCc1ccc(Cl)cc1)C1CCC(=O)N(C2CC2)C1 (stereo unspecified)
→ -19%	2%	-12%	2.0	nt	12%	-8%	12	-7%
O=C(CSc1cn(CCNC(=O)c2c(F)cccc2F)c2ccccc12)NCC1CCCO1 (stereo unspecified)
→ -2%	-5%	nt	-3.5	7%	-2%	-2%	6	-6%
CCOc1cc(O)c(-c2[nH]ncc2-c2nc(C)cs2)cc1CC
→ ?	-9%	?	-2.0	-17%	-2%	-9%	16	-21%
CCc1ccc(CSc2nccn2-c2ccccc2)cc1
→ 8%	-11%	2%	0.0	10%	1%	-4%	0	-15%
Cc1[nH]c2ccc(C(=O)OC(C)C(=O)NC3CCCCC3C)cc2c1C (stereo unspecified)
→ 5%	-9%	22%	-0.5	11%	-12%	0%	0	-20%
CCN(CC)c1ccc(NC(=O)CN2C(=O)CC(C)(C)S(=O)(=O)c3ccccc32)c(C)c1
→ 3%	-5%	-14%	-1.3	10%	-5%	?	4	?
COc1ccc(C(=O)N2CCSC2=S)cc1OC
→ 1%	-3%	3%	-0.2	-5%	-3%	-23%	1	-5%
Cc1cc(C)cc(C(=O)NCC(=O)OCC(=O)NC2CCCc3ccccc32)c1 (stereo unspecified)
→ 3%	-7%	36%	-0.2	0%	9%	-2%	11	-14%
CN1CCN(C2=C(Cl)C(=O)N(Cc3ccccc3)C2=O)CC1
→ -1%	-5%	-9%	0.3	-10%	3%	-11%	-2	3%
CC(NC(=O)Nc1ccc([N+](=O)[O-])cc1)C(c1cccs1)N1CCCC1 (stereo unspecified)
→ -4%	-3%	26%	-1.4	-11%	-9%	-24%	-9	-1%
C[N+]1(CCOC(=O)C2(c3ccccc3)CCCC2)CCCCC1
→ -5%	2%	15%	1.1	-13%	9%	-11%	9	4%
O=C(NC1CCCCCCC1)c1ccc(CNc2c(N3CCOCC3)c(=O)c2=O)cc1
→ 12%	3%	22%	-1.2	-10%	-7%	2%	0	-1%
COc1cc(NC(=O)C(F)(F)F)cc(OC)c1
→ -4%	0%	nt	1.6	-7%	1%	-7%	16	-8%
Cc1cc(N=Nc2c(O)c3ccccc3[nH]c2=O)ccc1N=Nc1ccc(C(=O)N(C)C)cc1
→ -2%	1%	-20%	-0.6	8%	4%	-1%	-20	7%
CCN(CC)CCN(C)C(=O)c1[nH]c(C(F)(F)F)nc1-c1ccccc1
→ -2%	0%	-17%	-0.1	-9%	2%	-7%	-4	-29%
COc1cc(C(=O)OCC(=O)NC(=O)c2cccn2C)ccc1OC(F)F
→ -2%	0%[57.1 µM]	25%	-2.1	4%	-2%	-4%	0	-26%
COc1cc(C(=O)Nc2ncccc2C)ccc1OCC(=O)N1CCOCC1
→ 3%[1.84 µM]	-4%	-14%	0.1	0%	-4%	-4%	0	8%
CC(C)COc1cccc(C(=O)NNC(=O)C2COc3ccccc3O2)c1 (stereo unspecified)
→ ?	-4%	-5%	-2.2	?	4%	-13%	1	5%
O=c1cc(N2CCCCC2)[nH]c(=O)n1C1CCCCC1
→ 5%	-8%	-24%	-1.2	-1%	8%	-9%	0	-10%

# Full records as entered above. Screens in order: aSyn yeast inh, WRN helicase inh, FUS yeast rescue, IL-2 act, Abeta yeast res, EPAC1 agonist, PLK1 PBD block, PI5P4K alpha inh, EPAC1 antag
# COc1ccc(C(=O)N2CCSC2=S)cc1OC is entered as 1%, -3%, 3%, -0.2, -5%, -3%, -23%, 1, -5%
# O=C(NC1CCCCCCC1)c1ccc(CNc2c(N3CCOCC3)c(=O)c2=O)cc1 is entered as 12%, 3%, 22%, -1.2, -10%, -7%, 2%, 0, -1%
# CC(NC(=O)Nc1ccc([N+](=O)[O-])cc1)C(c1cccs1)N1CCCC1 (stereo unspecified) is entered as -4%, -3%, 26%, -1.4, -11%, -9%, -24%, -9, -1%

# Following part.
# The line under a structure holds: aSyn yeast inh	WRN helicase inh	FUS yeast rescue	IL-2 act	Abeta yeast res	EPAC1 agonist	PLK1 PBD block	PI5P4K alpha inh	EPAC1 antag
COc1cccc(N2CN(C3CCCCC3)CNC2=S)c1
→ -1%	1%	-1%	0.0	-4%	-3%	1%	-2	-14%
CCOC(=O)C1CCCN(C(=O)c2ccccc2)CC1 (stereo unspecified)
→ -1%	1%	-18%	-0.3	13%	13%	-2%	-5	-4%
CC(=O)c1cccc(S(=O)(=O)NCCC(=O)Nc2ccc(S(N)(=O)=O)cc2)c1
→ -4%	-7%	3%	-0.5	-6%	4%	7%	-13	5%
CCN1CCN(C(=S)Nc2cc(C(=O)OC)ccc2C(=O)OC)CC1
→ 13%	-4%	4%	-0.4	-11%	-4%	-13%	3	-3%
CC(C)(C)c1ccc(C2=NC(=O)C(CC(=O)O)S2)cc1 (stereo unspecified)
→ 0%	-15%	65%	-0.6	-3%	-2%	27µM*	-9	-16%
COc1cc(NC(=O)COC(=O)CC(NC(C)=O)c2ccccc2)cc(OC)c1 (stereo unspecified)
→ -4%	-8%[57.1 µM]	-12%	-0.5	-1%	5%	-9%	3	-5%
